Screening data from PubChem BioAssay.
B2AR arrestin: beta2AR (human) beta-arrestin recruitment activity. beta-arrestin recruitment to beta2AR, cell-based reporter. AID 492947. Potency, µM (highest dose often 46.1 µM), for inactives: at the top dose activation, most hits filed as activators. P07550. actives 0.02% (n = 330,000);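 note: potency is the fitted concentration of half-maximal effect; 0% = DMSO controls and full agonism = EC100 isoproterenol or metaproterenol; nearly all actives have a fitted effect of over 65% in size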
Target sequence (P07550 whole entry, looked up): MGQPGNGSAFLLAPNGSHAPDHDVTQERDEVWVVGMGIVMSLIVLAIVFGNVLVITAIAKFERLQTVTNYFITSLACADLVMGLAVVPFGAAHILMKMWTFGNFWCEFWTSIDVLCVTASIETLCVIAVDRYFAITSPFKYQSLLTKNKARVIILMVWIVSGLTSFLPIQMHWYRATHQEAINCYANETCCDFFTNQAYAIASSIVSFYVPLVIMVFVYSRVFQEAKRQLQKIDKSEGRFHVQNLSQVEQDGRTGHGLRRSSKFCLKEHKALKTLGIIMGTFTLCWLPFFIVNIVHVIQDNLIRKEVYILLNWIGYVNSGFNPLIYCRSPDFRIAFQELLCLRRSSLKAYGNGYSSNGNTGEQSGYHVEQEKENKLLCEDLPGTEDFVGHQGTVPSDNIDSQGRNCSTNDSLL
Eya2 phos inh: blocks the phosphatase activity of human Eya2. recombinant Eya2, OMFP fluorescence dephosphorylation (OMFP is methylfluorescein phosphate). O00167. actives 0.006% (n = 330,000). Potency, µM (top dose mostly 76.9 µM), for inactives: at the highest dose activity, negative = inhibition, usual class: inhibitors; note: potency is the fitted concentration of half-maximal effect
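Eya2 (0.2 uM) preincubated 10 min at ambient with compound, then OMFP substrate added at 50 uM; 10 min reaction in 50 mM HEPES pH 7.5, 50 mM NaCl, 5 uM MgCl2, 0.05% BSA, 1 mM DTT. Fluorescence read at Ex 485/Em 525 nm.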
USP2a inh: inhibitors of human ubiquitin-specific protease USP2a; USP2 core, Ub-CHOP2 coupled fluorogenic reporter, 485/531; Potency, µM (series often up to 38.3 µM), inactives show at the top dose activity change, negative = inhibition, usual class: inhibitors; actives 0.01% (n = 330,000); AID 463254;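 note: potency is the fitted concentration of half-maximal effect; plate controls were DMSO wells for no effect and full inhibition by NEM control for full effect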
Target sequence (O75604 whole entry, looked up): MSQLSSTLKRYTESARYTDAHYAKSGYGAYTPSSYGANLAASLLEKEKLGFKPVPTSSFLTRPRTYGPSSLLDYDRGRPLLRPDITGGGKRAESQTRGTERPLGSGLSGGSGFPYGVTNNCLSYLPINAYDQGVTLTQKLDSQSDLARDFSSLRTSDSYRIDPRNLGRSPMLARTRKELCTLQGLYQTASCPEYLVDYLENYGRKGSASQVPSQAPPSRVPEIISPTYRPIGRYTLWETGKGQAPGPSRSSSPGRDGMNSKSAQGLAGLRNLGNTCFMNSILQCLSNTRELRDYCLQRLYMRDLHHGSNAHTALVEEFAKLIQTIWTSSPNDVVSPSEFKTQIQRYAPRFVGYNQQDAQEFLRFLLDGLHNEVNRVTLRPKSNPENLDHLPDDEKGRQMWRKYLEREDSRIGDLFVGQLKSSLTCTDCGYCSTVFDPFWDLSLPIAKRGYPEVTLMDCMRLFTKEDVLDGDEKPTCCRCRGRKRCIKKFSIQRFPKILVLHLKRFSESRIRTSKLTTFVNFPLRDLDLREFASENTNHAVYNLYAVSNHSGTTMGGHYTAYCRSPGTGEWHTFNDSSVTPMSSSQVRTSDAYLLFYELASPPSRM
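Deubiquitinase activity read as fluorescence (485/531 nm) after Ub-CHOP2 cleavage activates the enterokinase reporter on its substrate; USP2 core 10nM, Ub-CHOP2 and substrate 25nM each, 30min compound preincubation then 60min RT; data normalized to NEM, curves fitted.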
Giardia killer: Giardia lamblia killing. activity change, % at 7.66 µM, hits read low. actives 0.15% (n = 340,000). AID 540267. Giardia lamblia trophozoite viability; in the data active = activity change below about -80%; inconclusive = between about -30% and that limit;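 note: parasites exposed to compound for two days anaerobically before the ATP read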
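Trophozoites 100 cells/well + cpd; 48 hrs, 37 deg C, anaerobic. ATPLite 1-Step added, 15-30 min RT, luminescence read (ATP-based viability).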
Chronic BCR inh: inhibitors of chronic active B-cell receptor signaling; actives 0.05% (n = 340,000); ABC-DLBCL IkBa-CBG/CBR reporter, luminescence ratio, 4 h; Potency, µM (titrated, usually from 46.1 µM), for the others: top-dose ratio change, negative = lower green/red ratio, usual class: inhibitors; AID 493014; active = well fitted inhibition curve with a large enough effect in the signal ratio, with a control signal flat, not every such curve was filed as active; inconclusive = small, poorly fitted or top-dose-only effect, or effect the other way, or a change in a side signal; the % refers to the signal ratio;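 note: potency is the fitted concentration of half-maximal effect; plate controls were basal doxycycline-induced cells for no effect and cells given 10 µM MG132 for full effect; MG132 reads +100%, hits lower the ratio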
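TMD8 human ABC-DLBCL cells with doxycycline-inducible IκBα–green luciferase fusion and unfused red luciferase, in 0.5% FBS medium; compounds up to 46 uM, 4 h at 37C. Green/red luminescence ratio, filter-overlap corrected, fitted to concentration-response curves.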
GALK inh: galactokinase (human) inhibition. P51570. Purified GALK, Kinase-Glo residual ATP luminescence. Potency, µM (series often up to 57.5 µM), for the others: top-dose activity change, negative = inhibition, hits mostly inhibitors. actives 0.007% (n = 270,000). AID 1868; note: potency is the fitted concentration of half-maximal effect
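ATP-depletion format; final 35 uM ATP, 100 uM D-galactose, 5 nM enzyme; pH 8.0 HEPES/Mg2+ buffer; 60 min RT; luminescence read 10 min after detection reagent.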
uPA surface inh: cell surface uPA generation inhibition; cell surface uPA generation assay, qHTS; Potency, µM (highest dose often 38.3 µM), for the others: at the top dose activity change, negative = inhibition, hits mostly inhibitors; actives 0.31% (n = 330,000); AID 540303; active = well fitted inhibition curve with a large enough effect; inconclusive = small, poorly fitted or top-dose-only effect; inactive = no such curve, though single readings can be large or run the other way; tested in mouse RAW 264.7 cells; note: potency is the fitted concentration of half-maximal effect; nearly all actives have a fitted effect of over 55% in size
KCNH2 WT inh: KCNH2 (human, wildtype) channel inhibition; Q12809; U2OS, BacMam KCNH2, thallium flux FluxOr; stronger effect = lower value; activity change, % at 1.84 µM; actives 0.37% (n = 340,000);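 active = maximum activity change below -70%; inconclusive = maximum activity change between -70% and -50%; inactive = maximum activity change above -50%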
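U2OS cells were transduced with wild-type KCNH2 virus (2.03 x 10^8 / mL) for 4 h at room temperature, then cultured overnight at 37 C. Thallium flux was read with FluxOr dye. Rate constants were normalized to DMSO controls.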
PKM2 activator: PKM2 (human) enzyme activation | P14618 | purified PKM2, Kinase-Glo ATP luminescence, activation; response scale: 0% is enzyme alone, no compound | Potency, µM (doses to about 57.5 µM), inactives show top-dose activation, hits mostly activators | actives 0.34% (n = 260,000); note: potency is the fitted concentration of half-maximal effect; nearly all actives have a fitted effect of over 55% in size
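Purified hPK-M2 (>95%) run at intermediate activity with 0.1 mM ADP and 0.5 mM PEP in 50 mM imidazole pH 7.2, KCl, MgCl2; 1 h room temperature. ATP formed read by Kinase-Glo luminescence; normalized to uninhibited and no-enzyme controls.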
KCNH2 3.1 inh: KCNH2 3.1 (human) potassium channel inhibition | U2OS KCNH2 3.1, thallium flux FluxOr; stronger effect = lower value | activity change, % (tested at about 1.8 µM) | actives 0.95% (n = 340,000);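 active = maximum activity change below -70%; inconclusive = maximum activity change from -70% to -50%; inactive = maximum activity change above -50%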;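 note: thallium influx rate constant from kinetic fluorescence after stimulation buffer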
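Steps: virus added to U2OS suspension (4 h, RT, dark); medium with 10% FBS added, cells plated, 37 C overnight; FluxOr/Red40 loading buffer 45 min RT; stimulation buffer, 2 min kinetic read; rate constant normalized.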
FBPA coupling cs: inhibits coupling enzyme system, counter-screen for aldolase hits. activity change, negative = inhibition, % at 58.2 µM, hits read low. actives 0.67% (n = 290,000). coupling enzyme system counterscreen, AmpLite Red fluorescence; in the data active = activity change below about -30%
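Compounds tested against the coupling enzymes alone at 57.5 uM final; readout was AmpLite Red fluorescence (525/598 nm) after 20 min at RT.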
Starred values were filed as active, the others as inactive; ? = inconclusive; · = not tested or not shown; [ ] = another dose, or the depositor's remark. Unless noted, calls come from the whole dose curve; as a rule, active = well fitted curve in the direction sought with a large enough effect; inconclusive = small, poorly fitted or top-dose-only effect, or another doubt; inactive = no such curve, though single readings can be large; an effect the other way counts as inactive or inconclusive. Unless noted, % is set by controls: 0 for no effect and ±100 for the full control effect.

SMILES | B2AR arrestin | Eya2 phos inh | USP2a inh | Giardia killer | Chronic BCR inh | GALK inh | uPA surface inh | KCNH2 WT inh | PKM2 activator | KCNH2 3.1 inh | FBPA coupling cs
C/C=C/c1ccc(OCC(=O)Nc2ccc(C(N)=O)cc2)c(OC)c1 | 0.0% | -15.5% | -1.2% | -20.1 | -8.1% | 1.3% | 8.9% | 0.5 | 1.6% | -6.9 | -0.3
CC(C(=O)Nc1ccccc1C#N)N1C(=O)NC2(CCCCCC2)C1=O (configuration not stated) | -0.2% | 27.1% | 1.7% | -7.1 | 2.9% | · | 4.5% | -1.4 | · | 19.6 | ·
CC(C)CC(C(=O)NC(=O)NCc1ccccc1)N1C(=O)c2ccccc2C1=O (configuration not stated) | 0.5% | -2.3% | 2.1% | -8.5 | -0.3% | -0.8% | 5.4% | 4.8 | 4.5% | -13.0 | 0.1
CC(Oc1ccc(Br)cc1)C(=O)NCC(c1ccco1)N1CCCCC1 (configuration not stated) | 0.0% | -43.2% | 2.7% | 4.3 | -2.2% | · | 2.1% | -4.2 | · | -31.0 | ·
O=C(NC1CCN(S(=O)(=O)c2ccc(F)cc2)CC1)c1cccc(F)c1 | -0.9% | -3.5% | 1.4% | -19.9 | 0.9% | -7.7% | 10.8% | -1.4 | -0.5%[11.5 µM] | 24.1 | 1.8
CNC(=O)CSc1nnc(-c2ccco2)n1-c1ccccc1 | -3.0% | 2.1% | 2.4% | 3.5 | -1.2% | 3.3% | -3.4% | 0.6 | 5.8% | 12.4 | 0.8
C[C@@H]1C(=O)O[C@H]2[C@H](O)[C@@]34[C@H]5C[C@@H](C(C)(C)C)[C@]36[C@@H](OC(=O)[C@@H]6O)O[C@@]4(C(=O)O5)[C@@]12O | -0.9% | -5.2% | -4.4% | -1.8 | -4.8% | · | -2.7% | -2.1 | · | 5.8 | 3.1
Cc1ccccc1CNC(=O)c1cc(COc2ccc(F)cc2F)on1 | -0.7% | -11.0% | 3.0% | 15.7 | ? | 2.3% | 9.3% | · | 0.0% | 1.5 | -0.8
COC(=O)CC/C(O)=C1/C(=N)CC(C)(C)CC1=O | 0.1% | 21.6% | -0.7% | -7.9 | ? | 0.3% | -2.7% | -7.4 | -1.8% | 14.6 | 6.1
COc1cc(C(=O)Nc2ccc3c(c2)CCCN3C(=O)c2ccco2)c([N+](=O)[O-])cc1OC | 0.2% | 3.9% | 0.9% | 16.8 | -28.9% | · | 10.7% | -2.0 | · | 0.8 | ·
CCCCC(=O)Nc1c(O)c2ccccc2[nH]c1=O | -0.2% | 15.9% | 2.4% | 9.1 | 2.1% | -0.2% | · | -11.6 | -15.4% | -39.4 | 2.9
O=C(CNS(=O)(=O)c1ccccc1)N1CCN(Cc2ccccc2)CC1 | -0.3% | 1.1% | 1.6% | -9.2 | 3.7% | 6.6% | 11.4% | 7.2 | 1.2% | 5.8 | ·
CCOC(=O)C1CCN(C(=O)c2cccc(S(=O)(=O)N(C)C3CCCCC3)c2)CC1 | -0.1% | 3.6% | 0.1% | 12.5 | 7.7% | · | 1.9% | 11.0 | · | 7.5 | ·
CCCOc1c(OC)cccc1C1CC(=O)Nc2cc3c(cc21)OCO3 (configuration not stated) | 3.5% | 3.1% | -0.4% | -5.9 | ? | 1.9% | -12.2% | -0.2 | -9.3% | -1.1 | 1.1
O=C1C2=C(SCCS2)C(=O)N1CCCO | -0.5% | 1.7% | 17.3% | -20.4 | 1.3% | -1.4% | 2.3% | -7.8 | -19.6% | 12.3 | -0.9
COc1ccc(N=C2SC(CC(=O)Nc3ccccc3F)C(=O)N2Cc2ccco2)cc1 (configuration not stated) | -1.1% | -2.0% | -3.5% | 10.0 | 4.3% | -1.9% | 6.0% | -4.6 | 10.9% | 6.9 | -4.3
COC(=O)CS(=O)(=O)c1ccsc1C(=O)Nc1ccc(F)c(F)c1 | 0.3% | 5.2% | 2.8% | 6.7 | 2.3% | 4.4% | 3.4% | 3.8 | -0.1% | 4.5 | 0.4
COc1ccc(-c2nc3c(c4nnc(SC(C)C(=O)Nc5ccc(C)cc5)n24)COC(C)(C)C3)cc1 (configuration not stated) | -0.8% | -13.3% | -7.2% | -6.1 | -13.1% | -1.4% | -3.9% | 2.7 | -7.5% | 7.7 | 2.4
CCc1cccc(N(CC(=O)NC2CCCCC2)C(=O)c2csnn2)c1 | 0.3% | 8.2% | 0.2% | 20.4 | -0.4% | 13.8% | 1.3% | -9.4 | 0.3% | 18.3 | 2.8
O=C(Cn1c(CO)nc2ccccc21)NCCc1ccccc1 | 0.0% | 10.6% | 0.9% | 2.0 | -4.0% | 0.5% | 2.8% | 0.9 | -8.5% | 12.7 | 0.1
CCN1CNC(=S)N(C(C)c2ccccc2)C1 (configuration not stated) | 0.0% | -1.6% | 2.1% | 7.7 | -11.9% | -0.1% | -0.2% | -7.5 | 2.0% | 1.8 | 0.3
Cc1c(NC(=O)C(C)OC(=O)c2cccc(S(=O)(=O)N(C)C)c2)c(=O)n(-c2ccccc2)n1C (configuration not stated) | -0.1% | -17.3% | -0.6% | 6.9 | -9.3% | 9.0% | -1.1% | -0.2 | -1.8% | -4.5 | 8.0
COc1ccc(NC(=O)Cn2nnc(C(=O)Nc3ccccc3C)c2N)cc1 | 3.0% | -16.9% | 2.7% | -4.7 | ? | 1.4% | 4.3% | 7.2 | 1.6% | 4.5 | -0.5
O=c1[nH]c(SCc2ccccc2)nc2c1cnn2-c1ccc(F)cc1 | -0.7% | -23.1% | -4.3% | -22.3 | -11.9% | 2.1% | 0.9% | -0.3 | -8.7% | -6.8 | -1.0
Cc1ccc(C(=O)N2CCN(c3cccc(Cl)c3)CC2)cc1C | 0.1% | -22.8% | -7.4% | -0.4 | ? | 0.5% | -24.6% | -8.0 | 0.6% | -20.4 | 0.1
More structures follow:
SMILES | B2AR arrestin | Eya2 phos inh | USP2a inh | Giardia killer | Chronic BCR inh | GALK inh | uPA surface inh | KCNH2 WT inh | PKM2 activator | KCNH2 3.1 inh | FBPA coupling cs
COc1ccc(NC(=O)CNS(=O)(=O)c2cccs2)cc1 | -0.1% | -0.9% | 0.6% | -13.5 | ? | 0.6% | 2.3% | -5.4 | -1.1% | -2.2 | -1.2
Cc1[nH]n(-c2ccccc2)c(=O)c1N=Nc1nccs1 | -0.8% | -10.0% | 4.0% | -4.7 | ? | -0.9% | · | -5.7 | -2.0% | 8.8 | -1.4
CC1CCN(CCCNC(=O)c2cc3c(Cl)nc4ccccc4c3s2)CC1 | 0.1% | -6.7% | -3.3% | 4.7 | ? | -2.3% | ? | · | -2.1% | -4.7 | -0.6
COc1cccc(OC)c1OCCCCCCN1CCN(C)CC1 | 0.5% | 16.3% | 1.1% | -4.1 | ? | -1.9% | -2.3% | 5.2 | · | -21.4 | 1.4
Cc1cc(OCC(=O)N2CCC(C(=O)O)CC2)c2c(C)c(C)c(=O)oc2c1 | -1.2% | 4.9% | 1.8% | 12.7 | -8.7% | · | 12.0% | 4.1 | 1.8% | -3.4 | -0.4
COc1ccc(NC(=O)CN(C)CC(=O)NCC2CCCCC2)cc1 | -0.7% | 17.6% | -0.8% | 7.5 | 3.8% | · | 1.6% | 0.5 | · | -9.7 | ·
O=c1c(O[C@@H]2O[C@H](CO)[C@@H](O)[C@H](O)[C@H]2O)c(-c2ccc(O)c(O)c2)oc2cc(O)cc(O)c12 | 0.3% | -10.7% | 7.1% | · | 14.0% | -9.9% | · | · | 3.0% | · | 0.0
Cc1cccc(-n2ccnc2SCC(=O)Nc2cc(C)on2)c1 | 0.0% | -18.2% | 0.2% | 19.9 | 0.0% | 0.0% | 1.3% | 0.2 | -18.8% | 4.4 | -2.3
Cc1ccc(C(=O)COC(=O)c2cccc(NC(=O)c3ccc([N+](=O)[O-])cc3[N+](=O)[O-])c2)cc1 | 6.6% | 1.0% | -10.7% | -100.7* | 14.8% | 3.3% | -14.3% | -4.1 | -9.2% | -11.4 | 2.5
O=C(CSc1n[nH]c(=O)[nH]c1=O)N/N=C/C=C/c1ccccc1 | 0.0% | -2.9% | 2.8% | 0.1 | ? | 1.7% | 1.3% | -3.4 | 0.3% | -0.3 | 4.2
CC1CN(C(=O)COc2ccc3ccccc3c2)CC(C)O1 (configuration not stated) | -1.0% | -3.5% | 1.7% | 6.7 | ? | · | -2.2% | 2.7 | · | 1.3 | ·
N#CC1=C(N)NC(SCC(=O)Nc2ccccc2)=C(C#N)C12CCCCC2 | -0.4% | 6.5% | 1.7% | 33.3[activator] | ? | -5.0% | -3.3% | 4.4 | 15.3% | -5.4 | 0.0
COc1ccc(NC(=O)COC(=O)CC23CC4CC(CC(C4)C2)C3)c([N+](=O)[O-])c1 | -0.2% | -7.7% | 4.6% | 31.6[activator] | -3.0% | 0.7% | 0.3% | 1.2 | 1.2% | -18.8 | 3.9
